Compound activity deposited in PubChem BioAssay by National Center for Advancing Translational Sciences (NCATS).
Eya2 inh: qHTS Assay for Inhibitors of the Phosphatase Activity of Eya2; Protein phosphatase EYA2 (Homo sapiens), O00167; recombinant Eya2, OMFP fluorescence dephosphorylation (OMFP is methylfluorescein phosphate); Potency, µM (top dose mostly 76.9 µM), for the others: at the highest dose activity, negative = inhibition, hits mostly inhibitors; 330,000 compounds, 0.006% hits; AID 488837, 2010; further: potency means the concentration at half of the fitted maximal effect; on the % scale 0 is the no-effect control and ±100 the full control effect
Target sequence (O00167 whole entry, looked up): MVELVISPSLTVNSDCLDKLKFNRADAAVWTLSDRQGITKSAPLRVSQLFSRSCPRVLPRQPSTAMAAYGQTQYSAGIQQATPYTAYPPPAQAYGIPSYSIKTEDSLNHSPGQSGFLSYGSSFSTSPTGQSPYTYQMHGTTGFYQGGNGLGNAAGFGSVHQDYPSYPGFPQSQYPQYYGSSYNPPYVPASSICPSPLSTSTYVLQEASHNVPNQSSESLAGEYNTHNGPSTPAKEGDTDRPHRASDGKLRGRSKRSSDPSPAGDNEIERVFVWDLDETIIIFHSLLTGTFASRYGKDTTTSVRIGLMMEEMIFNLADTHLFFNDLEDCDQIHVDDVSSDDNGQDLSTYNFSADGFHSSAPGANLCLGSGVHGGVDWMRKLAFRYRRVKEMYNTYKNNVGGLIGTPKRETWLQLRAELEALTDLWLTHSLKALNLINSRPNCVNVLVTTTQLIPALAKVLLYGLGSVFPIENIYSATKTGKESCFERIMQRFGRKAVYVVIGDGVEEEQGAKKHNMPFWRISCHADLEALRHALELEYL
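Eya2 (0.2 uM) preincubated 10 min at ambient with compound, then OMFP substrate added at 50 uM; 10 min reaction in 50 mM HEPES pH 7.5, 50 mM NaCl, 5 uM MgCl2, 0.05% BSA, 1 mM DTT. Fluorescence read at Ex 485/Em 525 nm.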
AT treatment: qHTS Assay for Identifying a Potential Treatment of Ataxia-Telangiectasia; […] A-T fibroblasts, KAP-1 phosphorylation AlphaLISA; neocarzinostatin DNA damage 30 min before lysis; 320,000 compounds, 0.19% hits; Potency, µM (top dose mostly 57.5 µM), without a hit: at the highest dose activation, usual class: activators; further: potency means the concentration at half of the fitted maximal effect; % of control where 0% means no effect; nearly all actives have a fitted effect of over 45% in size
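ATM-like activity read as KAP-1 phosphorylation via AlphaLISA donor/acceptor antibody pairs after lysis and 6 hr at 25C. Cells were ATM-null patient fibroblasts ([…], hTERT), dosed 60 min, then exposed to the DSB inducer NCS for 30 min.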
Mito fusion yeast: qHTS Assay for Small Molecule Inhibitors of Mitochondrial Division or Activators of Mitochondrial Fusion. S. cerevisiae fusion-defective mutant growth rescue, CellTiterGlo 48 h. Potency, µM (series often up to 46.1 µM), for the others: at the top dose growth rescue (activation), hits mostly activators. 320,000 compounds, 0.23% hits;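 further: potency means the concentration at half of the fitted maximal effect; % of control where 0% means no effect; nearly all actives have a fitted effect of over 45% in size; temperature-sensitive fusion mutants such as fzo1-1 at 37 °C on non-fermentable ethanol glycerol medium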
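Yeast fusion mutant, YPEG (non-fermentable carbon), compound, 48 h at 37C non-permissive; CellTiterGlo added, 10 min RT, luminescence read. Rescued growth = division inhibition.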
TRPV1 ag: HTS Assay for Compounds that Act as Agonists of the Vanilloid Receptor 1; Transient receptor potential cation channel subfamily V member 1 (Homo sapiens), Q8NER1; TRPV1-expressing cells, Fluo-8 calcium influx, agonist mode; activation, % at 8.33 µM; 320,000 compounds, 0.19% hits; in the data active means activation above about 80%; inconclusive means between about 30% and that limit; further: 0% is about no effect
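TRPV1-expressing cells were cultured overnight at 35.5C and loaded with Fluo-8 calcium dye for 40 to 90 min at room temperature. After a 10 s baseline, compound was added and calcium influx was read kinetically for 3 min (ex 480/em 520 nm).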
TSHR antagonist: Antagonists of the Thyroid Stimulating Hormone Receptor: HTS campaign; activity change, negative = inhibition, % at 11.5 µM; 330,000 compounds, 0.2% hits; Thyrotropin receptor (Homo sapiens), P16473; TSHR-expressing cells, TSH-stimulated cAMP HTRF, 2 h; active compounds read low;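 active means activity change below a set negative limit, meaning inhibition stronger than a set level, cut at about -70% in these data; inconclusive means activity change between two set negative limits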; further: on the % scale 0 is the no-effect control and ±100 the full control effect
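Competitive HTRF cAMP read-out (cryptate anti-cAMP antibody, cAMP-d2; 30 min, room temperature) in freshly harvested TSHR cells. Compounds added before TSH at EC80 (4nM final), followed by 2 hours' incubation at 37 deg C.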
TCR activator: Activators of T cell receptors: qHTS campaign; 330,000 tested, under 10 active; primary human leukocytes, anti-CD3, IL-2 HTRF, 48 h; Potency, µM (titrated, usually from 9.22 µM), for inactives: at the top dose activation of IL-2 secretion, actives largely listed as activators; further: % of control where 0% means no effect
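TCR engagement came from a-CD3 beads alone, with compounds added to primary human leukocytes for 48 hr. Secreted IL-2 bridged europium cryptate- and d2-labelled anti-IL-2 antibodies, giving FRET emission at 665nm after 320nm excitation.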
USP2a inh: qHTS Assay for Inhibitors of Ubiquitin-specific Protease USP2a Using CHOP2 as the Reporter; USP2 core, Ub-CHOP2 coupled fluorogenic reporter, 485/531; Potency, µM (highest dose often 38.3 µM), inactives show top-dose activity change, negative = inhibition, usual class: inhibitors; 330,000 compounds, 0.01% hits;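 further: potency means the concentration at half of the fitted maximal effect; plate controls were DMSO wells for no effect and full inhibition by NEM control for full effect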
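USP2 core (10nM final) preincubated 30min RT with compound in 20mM Tris-HCl pH 8.0, 2mM CaCl2, 2mM beta-mercaptoethanol, 0.05% CHAPS; 25nM Ub-CHOP2 plus 25nM reporter substrate added, fluorescence (Ex485/Em531) read after 60min.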
KCNH2 3.1 inh: qHTS for Inhibitors of KCHN2 3.1: Mutant qHTS; activity change, % (tested at about 1.8 µM); U2OS KCNH2 3.1, thallium flux FluxOr; active compounds read low; 340,000 compounds, 0.95% hits; Potassium voltage-gated channel subfamily H member 2, brain isoform KCNH2 3.1 (human);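 active means maximum activity change below -70%; inconclusive means maximum activity change from -70% to -50%; inactive means maximum activity change above -50%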;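 further: thallium influx rate constant from kinetic fluorescence after stimulation buffer; on the % scale 0 is the no-effect control and ±100 the full control effect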
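FluxOr-based Tl+ influx in U2OS cells transduced with KCNH2 3.1 virus; rate constants normalized to DMSO controls.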
hERG WT inh: qHTS for Inhibitors of KCHN2 3.1: Wildtype qHTS. U2OS, BacMam KCNH2, thallium flux FluxOr; active compounds read low. 340,000 compounds, 0.37% hits. Voltage-gated inwardly rectifying potassium channel KCNH2 (Homo sapiens), Q12809. activity change, % at 1.84 µM;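 active means maximum activity change below -70%; inconclusive means maximum activity change between -70% and -50%; inactive means maximum activity change above -50%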; further: on the % scale 0 is the no-effect control and ±100 the full control effect
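U2OS cells transduced with wild-type KCNH2 virus are loaded with FluxOr dye for 45 min, and thallium flux is measured in kinetic reads before and after stimulation buffer. Rate constants are normalized to DMSO controls.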
ELG1 repair inh: qHTS screen for small molecules that inhibit ELG1-dependent DNA repair in human embryonic kidney (HEK293T) cells expressing luciferase-tagged ELG1 | Potency, µM (series often up to 46.1 µM), for inactives: at the top dose activity change, negative = inhibition, most hits filed as inhibitors | AID 504467, 2011 | 330,000 compounds, 2.3% hits | HEK293T ELG1-luciferase reporter, luminescence, 16 h; DNA damage induced by 5-fluorouridine; further: potency means the concentration at half of the fitted maximal effect; on the % scale 0 is the no-effect control and ±100 the full control effect; nearly all actives have a fitted effect of over 55% in size
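Step one: seed 2,000 cells per well. Step two: pin-transfer compound or DMSO alongside 5-fluorouridine. Step three: incubate 16 hr, 37 °C, 5% CO2. Step four: add ONE-Glo, wait 30 min, read luminescence.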
Numbers without * were called inactive; ? = inconclusive; · = no result given; [ ] = remark or other dose. Unless noted, the call rests on the fitted dose curve; in most records, active means well fitted curve in the direction sought with a large enough effect; inconclusive means small, poorly fitted or top-dose-only effect, or another doubt; inactive means no such curve, though single readings can be large; an effect the other way counts as inactive or inconclusive.

SMILES	Eya2 inh	AT treatment	Mito fusion yeast	TRPV1 ag	TSHR antagonist	TCR activator	USP2a inh	KCNH2 3.1 inh	hERG WT inh	ELG1 repair inh
COc1ccccc1N1CCN(c2ccc([N+](=O)[O-])cn2)CC1	-26%	5%	7%	2	-6	5%	-1%	15	2	7%
O=C(CCN1CCN(C(=O)c2ccccc2)CC1)c1ccc(Br)cc1	-14%	-18%	-13%	5	-5	2%	2%	-12	8	2%
Cc1ccc(/C=C/C2=NN(Cc3ccccc3Cl)C(=O)CC2)cc1	-21%	8%	19%	18	-3	2%	-1%	-11	-15	?
Cc1ccsc1C(=O)OCC(=O)Nc1c(Cl)cccc1C(F)(F)F	9%	22%	2%	2	-1	0%[46.1 µM]	3%	-7	3	?
O=C(Cn1nnc(-c2cccs2)n1)NCCc1ccccc1	-1%	4%	-6%	2	3	-5%[46.1 µM]	0%	15	-5	?
O=C(Nc1cccc(Br)c1)c1ccc2c(c1)SC1=NS(=O)(=O)CCN12	11%	13%	-2%	4	-14	-2%	1%	-29	-6	?
CC1(C)Cc2c(c(N3CCOCC3)nc3sc4c(NCCN5CCOCC5)nnnc4c23)CS1	-7%	-5%	-10%	10	2	-5%	4%	24	1	?
CCOC(=O)[C@@H]1[C@H]2COc3ccc(Br)cc3[C@H]2N2C(=O)N(c3ccc(Cl)cc3)C(=O)[C@@]12C	-8%	3%	9%	2	-7	-1%	3%	·	·	2%
C=CCOC(=O)C1=C[C@@H](c2ccccc2)[C@H](CCCO)[C@@H](OCC)O1	1%	-17%	3%	24	-1	-5%	2%	-47	-1	3%
CC12CCC(=O)N1C(C(=O)Nc1cccc3ccccc13)CS2 (stereo not drawn)	1%	1%	2%	1	0	9%	2%	14	8	7%

Individual results from the results shown.
hERG WT inh with Cc1ccsc1C(=O)OCC(=O)Nc1c(Cl)cccc1C(F)(F)F stands at 3
TCR activator with CC1(C)Cc2c(c(N3CCOCC3)nc3sc4c(NCCN5CCOCC5)nnnc4c23)CS1 stands at -5%

In a second layout: results already given
SMILES | Eya2 inh | AT treatment | Mito fusion yeast | TRPV1 ag | TSHR antagonist | TCR activator | USP2a inh | KCNH2 3.1 inh | hERG WT inh | ELG1 repair inh
COc1ccccc1N1CCN(c2ccc([N+](=O)[O-])cn2)CC1 | -26% | 5% | 7% | 2 | -6 | 5% | -1% | 15 | 2 | 7%
Cc1ccsc1C(=O)OCC(=O)Nc1c(Cl)cccc1C(F)(F)F | 9% | 22% | 2% | 2 | -1 | 0%[46.1 µM] | 3% | -7 | 3 | ?

Four structures already listed, sorted by length of the SMILES, lowest first.
SMILES	Eya2 inh	AT treatment	Mito fusion yeast	TRPV1 ag	TSHR antagonist	TCR activator	USP2a inh	KCNH2 3.1 inh	hERG WT inh	ELG1 repair inh
CC12CCC(=O)N1C(C(=O)Nc1cccc3ccccc13)CS2 (stereo not drawn)	1%	1%	2%	1	0	9%	2%	14	8	7%
Cc1ccc(/C=C/C2=NN(Cc3ccccc3Cl)C(=O)CC2)cc1	-21%	8%	19%	18	-3	2%	-1%	-11	-15	?
CC1(C)Cc2c(c(N3CCOCC3)nc3sc4c(NCCN5CCOCC5)nnnc4c23)CS1	-7%	-5%	-10%	10	2	-5%	4%	24	1	?
CCOC(=O)[C@@H]1[C@H]2COc3ccc(Br)cc3[C@H]2N2C(=O)N(c3ccc(Cl)cc3)C(=O)[C@@]12C	-8%	3%	9%	2	-7	-1%	3%	·	·	2%

Other results
SMILES	Eya2 inh	AT treatment	Mito fusion yeast	TRPV1 ag	TSHR antagonist	TCR activator	USP2a inh	KCNH2 3.1 inh	hERG WT inh	ELG1 repair inh
Cc1ccsc1C(=O)OCC(=O)Nc1ccc(Cl)cc1C(F)(F)F	-1%	3%	0%	14	7	-4%[46.1 µM]	4%	-9	-2	?
COc1ccc(CCNC(=O)Cc2cccs2)cc1OC	-5%	3%[11.5 µM]	2%	2	8	-3%	2%	11	0	-4%
COc1ccc(-c2nc(C)sc2C)cc1	-3%	12%	-9%	-4	7	9%[46.1 µM]	0%	-7	-9	22%
COc1ccc(C(C2C(=O)CC(C)(C)CC2=O)C2C(=O)CC(C)(C)CC2=O)cc1COCC(F)(F)F	-2%	7%	-1%	3	-6	0%[46.1 µM]	2%	-3	6	6%
O=C(NCc1cccs1)C1CCCCC1	-19%	-2%	-4%	16	-1	1%	-1%	7	3	5%
Cc1cccc(C(=O)N(Cc2nc3ccccc3c(=O)[nH]2)C2CCCCC2)c1	-10%	-5%[11.5 µM]	?	1	12	-1%	0%	-4	·	6%
O=C(CCc1nc2ccccc2c(=O)[nH]1)NNC(=O)c1ccc(F)cc1	10%	0%	2%	0	-8	2%	0%	12	-3	-3%
Cc1ccc(NCC(=O)N/N=C\C(Br)=C\c2ccccc2)cc1	11%	-3%	-3%	-1	52	3%	-1%	-25	8	12%
CCOn1c(SCC)nc2ccccc2c1=O	-37%	4%	-2%	-17	-3	-3%	3%	-27	5	-1%
Cc1ccccc1OCC(=O)NCC1CCCO1 (stereo not drawn)	-4%	-1%	5%	4	-1	0%	-3%	7	-4	2%
Cc1ccn2c(NC(C)(C)C)c(-c3cccs3)nc2c1	-11%	1%	8%	?	1	6%	0%	3	-4	-15%
CCC(C)NC(=O)CSC1=Nc2ccccc2C2=NC(CC(=O)NCc3ccccc3)C(=O)N12 (stereo not drawn)	6%	6%	-1%	0	14	-4%	0%	5	4	1%
CS(=O)(=O)c1nc(-c2ccc(F)cc2)cc(C(F)(F)F)n1	-9%	-1%	-31%[inhibitor]	3	-44	0%	-1%	·	-17	?
COc1ccc(S(=O)(=O)Nc2nc3ccccc3nc2Nc2ccc3c(c2)OCO3)cc1	4%	7%	1%	-2	-11	0%[46.1 µM]	5%	·	·	1%
Cc1ccc(Cl)c(Cn2cnc3c(cnn3C(C)(C)C)c2=O)c1F	1%	14%	?	?	-27	1%	5%	·	·	0%
Cc1ccc(NC(=O)c2ccc(COc3ccccc3[N+](=O)[O-])o2)nc1	7%	2%	12%	19	-15	-13%	0%	-6	8	?
CCOc1ncccc1C(=O)Nc1cccc(Cl)c1Cl	-3%	9%	-1%	4	-4	0%	1%	-13	-1	3%
COc1ccnc(Oc2ccc(F)cc2)c1C(=O)N/C=N/OCc1ccc(F)cc1Cl	-23%	1%	0%	9	-9	2%	2%	0	-7	?
COc1cc(C2N(c3ccc(Cl)c(Cl)c3)C(=O)C3CCCN32)cc(OC)c1OC (stereo not drawn)	5%	-1%	-5%	16	-2	7%	0%	14	8	-7%
CN1CCN(CCOCCOc2ccc(Br)cc2Cl)CC1	-12%	0%	-3%	3	-2	·	-20%	4	8	13%
COc1ccc2c(c1O)C(=O)c1ccccc1C2=O	-1%	-15%	1%	-3	-4	·	-1%	·	·	9%
CCOC(=O)c1c(/N=C/C2C(=O)CCCC2=O)sc(C)c1C	-8%	-3%	-5%	14	1	0%[46.1 µM]	1%	-1	-14	1%
Cn1cnnc1SCC(=O)Nc1ccc(N2CCOCC2)cc1	8%	0%	-3%	-8	-8	5%	0%	-6	-6	1%
Fc1cccc(F)c1/C=N/Nc1ccccn1	-10%	3%	-5%	6	-12	-47%	1%	19	-2	?
Cc1ccc2nc(NC(=S)NC(=O)c3ccc(OC(C)C)cc3)sc2c1	22%	-6%	-2%	-6	3	-8%	1%	17	-5	2%
O=C(NNC(=O)C1CCN(S(=O)(=O)c2c(Cl)cccc2Cl)CC1)c1ccccc1O	-7%	-11%	6%	-3	-8	3%	0%	-10	11	-18%
c1ccc(COc2ccc(OCCN3CCCC3)cc2)cc1	0%	2%	-23%	-1	6	1%[46.1 µM]	2%	-37	28	?
O=C(COC(=O)/C=C/c1ccccc1Cl)NC1CCCCCC1	12%	22%	-5%	21	-16	1%	2%	11	-1	-6%
O=C(COc1ccccc1)NCCSCc1ccc(Cl)cc1	1%	5%	19%	?	-3	-3%[46.1 µM]	1%	-1	-9	-1%
Cc1cc(C)n(C(=O)CNC(=O)COc2ccccc2)n1	2%	-5%	4%	-1	4	5%	1%	4	-2	0%
Cc1cccc(-n2ccnc2CN2CCN(C3CCCC3)C(CCO)C2)c1 (stereo not drawn)	2%	-1%	1%	-1	17	-2%	-1%	-2	4	4%

Only part of the results is shown. The share of hits here may be higher or lower than overall.
